SR-BI DiI inh – blocks mouse SR-BI lipid uptake from DiI-HDL; Q61009; ldlA[mSR-BI] CHO cells, DiI-HDL uptake fluorescence, 3 h; inhibition, % at 12.5 µM; 0.96% of 320,000 active;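 active = mean replicate inhibition of at least 70% and a set share of replicates each scoring 70 or more; inconclusive = meets just one of the two criteria; inactive = fails both criteria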;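 note: 0% = median of neutral control wells and 100% = median of positive control wells; values of inactives mirror those of a sister screen read the other way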
Target sequence (Q61009 whole entry, looked up): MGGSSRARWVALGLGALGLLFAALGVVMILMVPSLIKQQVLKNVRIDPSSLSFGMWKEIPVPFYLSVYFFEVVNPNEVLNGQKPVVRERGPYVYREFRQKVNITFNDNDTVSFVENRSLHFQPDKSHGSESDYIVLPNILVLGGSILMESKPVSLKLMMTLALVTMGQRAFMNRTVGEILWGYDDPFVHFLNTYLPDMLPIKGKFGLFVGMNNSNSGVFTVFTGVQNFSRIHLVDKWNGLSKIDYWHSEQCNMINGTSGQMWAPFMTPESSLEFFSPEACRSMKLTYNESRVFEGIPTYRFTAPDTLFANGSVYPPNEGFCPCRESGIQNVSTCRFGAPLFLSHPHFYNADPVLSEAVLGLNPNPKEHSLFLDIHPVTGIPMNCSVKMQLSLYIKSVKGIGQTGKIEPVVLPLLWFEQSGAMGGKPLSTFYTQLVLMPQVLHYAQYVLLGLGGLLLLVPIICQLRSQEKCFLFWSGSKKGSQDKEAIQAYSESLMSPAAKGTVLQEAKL
phage Ecoli inh – E. coli growth loss with phage present. growth absorbance. inhibition, % at 11.9 µM. 0.26% of 360,000 active. AID 651602; in the data active = inhibition above about 11%
SR-BI uptake up – activators of SR-BI mediated HDL lipid uptake; CHO ldlA[mSR-BI] cells, DiI-HDL uptake fluorescence, 3 h; 100 = double the neutral-control signal; activation, % at 12.5 µM; 0.096% of 320,000 active;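 active = mean replicate activation of at least 60% and every replicate at or above 60%; inconclusive = mean or all-replicate condition met, but not both; inactive = mean below 60% and not all replicates reaching 60%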;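 note: 0% = median plate neutral-control signal and 100% = twice that signal; values of inactives mirror those of a sister screen read the other way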
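system = CHO ldlA[mSR-BI] cells, LDL receptor-null, SR-BI overexpressing | medium = Ham's F12 with 0.5% BSA, HEPES 25 mM, pH 7.4 | probe or stimulus = DiI-HDL 10 µg/mL | compound dosing = single-point compound dose | incubation = compound exposure 3 h, 37 °C | technique = DiI fluorescence, bottom read | read-out = cell-associated DiI fluorescence as measure of HDL uptake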
CAL PDZ FP-1 – inhibitors of human CAL PDZ peptide binding; Q9HD26; purified CAL PDZ, TMR-peptide fluorescence polarization, 1 h; inhibition, % at 20 µM; 0.02% of 330,000 active; AID 504414;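 active = highest replicate inhibition of at least 40%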;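 note: plate controls were DMSO neutral control wells for no effect and unlabeled competitor peptide control wells for full effect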
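Test system: tagged CAL PDZ domain / Buffer or medium: sodium phosphate/NaCl buffer pH 7.4 with TCEP, IgG, Thesit / Reagent: TMR-labelled reporter peptide T*-PRC34 bound in PDZ groove / Compound dosing: single point, 20 µM / Schedule: 1 h incubation at room temperature before polarization reading / Technique: fluorescence polarization (mP) / Benchmarks: unlabelled peptide, DMSO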
Ecoli viability – bacterial growth inhibition, counter-screen for AddAB inhibitors | AID 449728 | inhibition, % at 11.9 µM | E. coli V3065 growth, OD600 absorbance, 18 h | 0.27% of 330,000 active;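 active = inhibition above the campaign's mean inhibition across all tested compounds plus 3 SD, cut at about 9.9% in these data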;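 note: uninfected addAB+ strain grown without phage in ampicillin broth; 0% = DMSO wells and 100% = ciprofloxacin 0.95 µg/ml wells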
AddAB inh – less growth of phage-infected E. coli with AddAB; inhibition, % at 11.9 µM; E. coli expressing H. pylori AddAB, absorbance growth; 0.29% of 330,000 active; in the data active = inhibition above about 12%;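 note: 0% = vehicle wells of infected cells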
Tat export inh – blocks Tat-dependent protein export in E. coli; 0.036% of 340,000 active; E. coli MC4100 TorA-mCherry Tat export, fluorescence; inhibition, % at 10 µM;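 active = mean replicate inhibition at least 50% and at least half of replicates individually reaching 50%; inconclusive = only one of the two criteria met; inactive = neither criterion met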;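 note: exported cargo escapes ClpAP degradation while cytoplasmic cargo is degraded and loses fluorescence; 0% = median of neutral control wells and 100% = median of NaSCN control wells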
Wnt act – activators of Wnt/beta-catenin signaling. Wnt/beta-catenin reporter cell assay, activator, plate reader. activation, % at 9.35 µM. 1.2% of 300,000 active; in the data active = activation above about 30%, passing the limit was not always enough; inconclusive = no clear call, values can overlap the other calls;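 note: 0% = neutral control wells and 100% = positive control wells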
CAL PDZ FP-2 – CAL PDZ (human) peptide binding inhibition; purified CAL PDZ, TMR-peptide fluorescence polarization, 1 h; inhibition, % at 24.9 µM; 0.92% of 300,000 active; AID 602252;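 active = mean inhibition of at least 30% with at least half of replicates also reaching 30%; inconclusive = no clear call, values can overlap the other calls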;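 note: 0% = DMSO neutral control and 100% = excess unlabeled competitor peptide PRC23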
MITF TRPM1 HTS – increases MITF-driven TRPM1 promoter luciferase signal | SK-MEL-5 TRPM1-promoter luciferase, 24 h; % of positive control, neutral wells = 0 | activation, % at 12.5 µM | 0.75% of 300,000 active;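 active = mean activation of at least 80% with every replicate also reaching 80%; inconclusive = mean reaches 80% but some replicate falls short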;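 note: 0% = neutral control wells and 100% = parthenolide positive control wells; values of inactives mirror those of a sister screen read the other way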
* = called active by the depositor. Not a hit list; overall some 3.6% were active at least once.

Screening CCCC(=O)Nc1ccc(-c2csc(N/N=C\c3ccncc3)n2)cc1 returned SR-BI DiI inh 44, phage Ecoli inh 1.8, SR-BI uptake up -44, CAL PDZ FP-1 -0.6, Ecoli viability -0.3, AddAB inh 0.9, Tat export inh 2 and Wnt act 9.
`CNC(=O)c1cc(NC(=O)CCn2nc(-c3ccc(C)cc3)c3ccccc3c2=O)ccc1OC` gave phage Ecoli inh 0.8, Ecoli viability 1.7, AddAB inh -1.1 and Wnt act 3.
`CCOc1ccc(-n2nnnc2SCC(=O)Nc2ccc(NC(C)=O)cc2)cc1` gave SR-BI DiI inh 3, phage Ecoli inh 3.5, SR-BI uptake up -3, CAL PDZ FP-1 -0.4, Ecoli viability 2.5, AddAB inh 1.7, Tat export inh -13, Wnt act -1 and MITF TRPM1 HTS 3.
For COC1CCCN(Cc2c(C(=O)N3CCc4ccccc4C3)nc3ccc(Cl)cn23)C1 (centres undefined) the results were SR-BI DiI inh -9, phage Ecoli inh -0.6, SR-BI uptake up 9, CAL PDZ FP-1 -3.5, Ecoli viability 1.1, AddAB inh 0.0, Tat export inh 5, Wnt act -2, CAL PDZ FP-2 0 and MITF TRPM1 HTS -7.
CCOCCCNS(=O)(=O)c1ccc(NC(=O)CN2C(=O)c3ccccc3C2=O)cc1 was read as SR-BI DiI inh 23, phage Ecoli inh 4.0, SR-BI uptake up -23, CAL PDZ FP-1 -0.9, Ecoli viability -1.9, AddAB inh 2.0, Tat export inh -6, Wnt act 0, CAL PDZ FP-2 3 and MITF TRPM1 HTS 0.
Cc1cc([N+](=O)[O-])nn1CCCC(=O)O was read as SR-BI DiI inh 12, phage Ecoli inh 1.9, SR-BI uptake up -12, CAL PDZ FP-1 1.3, Ecoli viability 1.2, AddAB inh 1.6, Tat export inh -5, Wnt act 5, CAL PDZ FP-2 0 and MITF TRPM1 HTS -3.
CCOC(=O)CSc1c(-c2cccs2)[nH]c2ccccc12 was read as SR-BI DiI inh 45, phage Ecoli inh 3.7, SR-BI uptake up -45, CAL PDZ FP-1 -0.4, Ecoli viability -1.6, AddAB inh 0.3, Tat export inh -6, Wnt act -5, CAL PDZ FP-2 -3 and MITF TRPM1 HTS -4.
`Cc1cccc(OCC(=O)Nc2ccncc2)c1C` gave SR-BI DiI inh -27, phage Ecoli inh 1.3, SR-BI uptake up 27, CAL PDZ FP-1 0.0, Ecoli viability 1.7, AddAB inh 0.8, Tat export inh -23, Wnt act -1 and CAL PDZ FP-2 1.
`N#C/C(=N\Nc1cccc(F)c1)C(=O)C1CC1` gave SR-BI DiI inh -23, phage Ecoli inh 2.2, SR-BI uptake up 23, CAL PDZ FP-1 0.0, Ecoli viability -0.3, AddAB inh 1.4, Tat export inh 7, Wnt act 10 and CAL PDZ FP-2 -6.
For COc1ccc(CCNC(=O)C(C)SCC(=O)Nc2ccc(F)cc2)cc1 (centres undefined) the results were SR-BI DiI inh 19, phage Ecoli inh 2.7, SR-BI uptake up -19, CAL PDZ FP-1 -0.6, Ecoli viability -1.8, AddAB inh -2.1, Tat export inh -8, Wnt act 1, CAL PDZ FP-2 16 and MITF TRPM1 HTS -11.
COc1ccc2c(c1)OC(O)(C(F)(F)C(F)F)CC2=O (centres undefined) was read as SR-BI DiI inh 2, phage Ecoli inh 1.6, SR-BI uptake up -2, CAL PDZ FP-1 -0.3, Ecoli viability -7.5, AddAB inh -5.3, Tat export inh -3, Wnt act -2, CAL PDZ FP-2 -4 and MITF TRPM1 HTS 8.
For COc1ccc(C2c3c(ccc4ccccc34)Oc3ncn4nc(CO/N=C/c5ccccc5)nc4c32)cc1 (centres undefined) the results were SR-BI DiI inh -2, phage Ecoli inh 2.3, SR-BI uptake up 2, CAL PDZ FP-1 -1.0, Ecoli viability -0.6, AddAB inh 0.5, Tat export inh -2 and CAL PDZ FP-2 -4.
For CS(=O)(=O)N(CCc1ccccc1)CC(=O)N1CCN(Cc2ccc3c(c2)OCO3)CC1 the results were SR-BI DiI inh 7, phage Ecoli inh 2.5, SR-BI uptake up -7, CAL PDZ FP-1 -1.7, Ecoli viability 0.4, AddAB inh 1.1, Tat export inh 3, Wnt act -8, CAL PDZ FP-2 -4 and MITF TRPM1 HTS -12.
`CCOC(=O)C1CCN(C(=O)Cn2cccc2C(=O)c2ccccc2)CC1` gave SR-BI DiI inh 1, phage Ecoli inh 1.4, SR-BI uptake up -1, CAL PDZ FP-1 -0.9, Ecoli viability -0.5, AddAB inh -0.5, Tat export inh 2 and Wnt act -3.
For CC1(C)Cc2nc3oc4c(N5CCOCC5)ncnc4c3cc2CO1 the results were SR-BI DiI inh 6, phage Ecoli inh 3.1, SR-BI uptake up -6, Ecoli viability 2.4, AddAB inh -0.3, Tat export inh -9, CAL PDZ FP-2 -3 and MITF TRPM1 HTS -7.
CN(CC(=O)NCc1ccncc1)S(=O)(=O)c1cc(Cl)ccc1Cl was read as phage Ecoli inh -0.6, CAL PDZ FP-1 -3.9, Ecoli viability -0.9, AddAB inh 2.5, Tat export inh 8, Wnt act 1, CAL PDZ FP-2 -3 and MITF TRPM1 HTS 2.
For C=CCn1c(SCn2nnc3ccccc3c2=O)nnc1-c1ccc(F)cc1 the results were SR-BI DiI inh -11, phage Ecoli inh -0.2, SR-BI uptake up 11, CAL PDZ FP-1 -3.2, Ecoli viability 3.5, AddAB inh 5.8, Tat export inh -4, CAL PDZ FP-2 -3 and MITF TRPM1 HTS 20.
`CCN(CC)c1ccc(NC(=S)Nc2ccc(F)cc2)cc1` gave SR-BI DiI inh 49, phage Ecoli inh 5.1, SR-BI uptake up -49, CAL PDZ FP-1 -1.7, Tat export inh 19, Wnt act 0, CAL PDZ FP-2 3 and MITF TRPM1 HTS 32.
CC(=O)C1=C(C)OC(N)=C(C#N)C1c1ccncc1 (centres undefined) was read as SR-BI DiI inh -22, phage Ecoli inh 2.1, SR-BI uptake up 22, CAL PDZ FP-1 0.1, Ecoli viability -2.1, AddAB inh 3.7, Tat export inh -3, CAL PDZ FP-2 3 and MITF TRPM1 HTS -9.
`Cc1cc(=O)[nH]c(SCCCOc2ccc(F)cc2)n1` gave SR-BI DiI inh -34, phage Ecoli inh -2.6, SR-BI uptake up 34, CAL PDZ FP-1 -0.1, Ecoli viability 1.6, AddAB inh 1.2, Tat export inh -10, CAL PDZ FP-2 3 and MITF TRPM1 HTS -10.
`CCOc1ccc(C2C(C(=O)Nc3ccccc3)=C(C)N=c3s/c(=C/c4cccc(OCC(=O)O)c4)c(=O)n32)cc1` (centres undefined) gave SR-BI DiI inh 49, phage Ecoli inh 3.8, SR-BI uptake up -49, CAL PDZ FP-1 -5.3, Ecoli viability -3.3, AddAB inh 1.2, Tat export inh 4, Wnt act 0, CAL PDZ FP-2 -4 and MITF TRPM1 HTS -4.
COc1cccc(NC(=O)C(=O)NCCCn2ccnc2)c1 was read as SR-BI DiI inh -2, phage Ecoli inh 2.9, SR-BI uptake up 2, CAL PDZ FP-1 -0.4, Ecoli viability -0.5, AddAB inh 0.7, Tat export inh 2, Wnt act 2, CAL PDZ FP-2 4 and MITF TRPM1 HTS 17.
`COc1ccc(C2CCCN2C(=S)Nc2cccc(Cl)c2C)cc1OC` (centres undefined) gave SR-BI DiI inh 27, phage Ecoli inh -1.4, SR-BI uptake up -27, CAL PDZ FP-1 -0.2, Ecoli viability 0.4, AddAB inh -0.7, Tat export inh 3, Wnt act -2, CAL PDZ FP-2 -3 and MITF TRPM1 HTS -8.
For COC(=O)c1ccccc1C(=O)N1CCCC(CNC(=O)c2ccc(F)cc2)C1 (centres undefined) the results were SR-BI DiI inh -10, phage Ecoli inh 0.2, SR-BI uptake up 10, CAL PDZ FP-1 0.4, Ecoli viability 0.2, AddAB inh 0.6, Tat export inh 4, Wnt act 2, CAL PDZ FP-2 10 and MITF TRPM1 HTS 12.
CC1(c2ccccc2)NC(=O)N(CC(=O)Nc2ccc(N3CCOCC3)cc2)C1=O (centres undefined) was read as SR-BI DiI inh 2, phage Ecoli inh 0.1, SR-BI uptake up -2, CAL PDZ FP-1 0.9, Ecoli viability 1.1, AddAB inh 1.0, Tat export inh 2, Wnt act 6, CAL PDZ FP-2 -2 and MITF TRPM1 HTS -3.
CCOCCn1c(N(C)Cc2ccccc2)nc2c1c(=O)[nH]c(=O)n2C was read as SR-BI DiI inh 14, phage Ecoli inh 1.9, SR-BI uptake up -14, CAL PDZ FP-1 -0.7, Ecoli viability 0.4, AddAB inh 2.6, Tat export inh -7, CAL PDZ FP-2 5 and MITF TRPM1 HTS 8.
O=C(Cc1ccc(Br)cc1)c1ccc(O)cc1O was read as SR-BI DiI inh 8, phage Ecoli inh 3.6, SR-BI uptake up 2, CAL PDZ FP-1 -1.2, Ecoli viability 2.5, AddAB inh 4.5, Tat export inh 1, Wnt act inconclusive, CAL PDZ FP-2 -3 and MITF TRPM1 HTS 39.
Cc1cc(OC(=O)c2ccc(S(=O)(=O)N(C)C)cc2)c([N+](=O)[O-])c(=O)[nH]1 was read as SR-BI DiI inh -7, phage Ecoli inh 4.0, SR-BI uptake up 7, CAL PDZ FP-1 0.1, Ecoli viability 0.3, AddAB inh 1.2, Tat export inh 4, Wnt act 3, CAL PDZ FP-2 3 and MITF TRPM1 HTS 1.
CCCCn1cnc2c(sc3nc4c(cc32)CSC(C)(C)C4)c1=O was read as SR-BI DiI inh 29, phage Ecoli inh 2.3, SR-BI uptake up -29, CAL PDZ FP-1 -2.4, Ecoli viability 1.1, AddAB inh 2.0, Tat export inh -4, Wnt act 28, CAL PDZ FP-2 0 and MITF TRPM1 HTS 44.
For CN1CCC(N(C)C(=O)c2ccccc2Nc2ccc(SC(F)F)cc2)CC1 the results were SR-BI DiI inh -29, phage Ecoli inh 0.8, SR-BI uptake up 29, CAL PDZ FP-1 -1.1, Ecoli viability -0.9, AddAB inh 0.0, Tat export inh 3, Wnt act -2, CAL PDZ FP-2 -1 and MITF TRPM1 HTS 12.
For Cc1ccsc1/C=N/Nc1ccc(C(=O)O)cc1 the results were SR-BI DiI inh -6, phage Ecoli inh 1.1, SR-BI uptake up 6, CAL PDZ FP-1 -0.1, Ecoli viability 0.7, AddAB inh 0.2, Tat export inh -11, Wnt act 12, CAL PDZ FP-2 -5 and MITF TRPM1 HTS -63.
`c1ccc(CNc2nc3ccccc3n3cnnc23)cc1` gave SR-BI DiI inh 0, phage Ecoli inh 2.7, SR-BI uptake up 0, CAL PDZ FP-1 -0.1, Ecoli viability 1.2, AddAB inh 0.6, Tat export inh 6, Wnt act -1, CAL PDZ FP-2 1 and MITF TRPM1 HTS 22.
Screening O=S(=O)(Nc1ccccc1Br)c1cccs1 returned phage Ecoli inh 1.9, CAL PDZ FP-1 -3.1, Ecoli viability 2.5, AddAB inh 2.3, Tat export inh -4, Wnt act 0, CAL PDZ FP-2 -7 and MITF TRPM1 HTS 4.

Screening results: PubChem, several laboratories
